Compound activity as filed in PubChem BioAssay.
Akt phos inh: HTS Assay for Inhibitors of Akt Phophorylation: Primary Screen; AID 651550, 2012; activity change, % for hits at 50 µM; Neuro2A IGF-stimulated pAkt S473 HTRF, 20 min; active compounds read low; 360,000 compounds, 0.32% hits; in the data active means activity change below about -80%; inconclusive means mostly about -51% to -80%; further: on the % scale 0 is the no-effect control and ±100 the full control effect
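Neuro2A cells (4,500/well, DMEM with 0.5% FBS) were treated with compound at a single 50 µM final concentration, stimulated with 6 nM IGF for 20 min at 37 °C, and lysed. Phospho-Akt Ser473 was read by HTRF as 665/615 ratio ×10^4.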
FUS suppressor: qHTS for Suppressors of FUS Proteinopathy: Primary screen using FUS-linked yeast assay; Potency, µM (highest dose often 76.6 µM), for inactives: at the top dose growth rescue (activation), usual class: activators; AID 1347120, 2019; S. cerevisiae FUS-expressing, growth rescue, OD600, 24 h; 390,000 compounds, 0.24% hits;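 further: potency means the concentration at half of the fitted maximal effect; plate controls were DMSO vehicle for no effect and reference control for full effect; nearly all actives have a fitted effect of over 55% in size; some results filed as inactive show a strong effect at the top dose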
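Quantitative HTS measuring growth restoration of FUS-toxic yeast. Galactose-induced cells (OD 0.005) were exposed 24hr at 30C to compounds at several concentrations, then absorbance at 600 nm was recorded.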
aSyn rescue: qHTS of alpha-syn Inhibitors; 370,000 compounds, 0.14% hits; Yeast expressing alpha-synuclein, growth rescue, BacTiter-Glo, 24 h; Potency, µM (top dose mostly 46.1 µM), without a hit: at the highest dose growth rescue (activation), actives largely listed as activators; further: potency means the concentration at half of the fitted maximal effect; % of control where 0% means no effect; nearly all actives have a fitted effect of over 65% in size
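Readout is rescue of growth in alpha-synuclein-expressing yeast, so inhibitors of toxicity appear as activators. Growth after 24 hr at 30 deg C in galactose medium is quantified by luminescence.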
GLP-1R agonist: qHTS of GLP-1 Receptor Agonists; HEK293 GLP-1R CRE-luciferase, luminescence, 4-6 h; cells express a hypersensitive GLP-1R form; AID 624172, 2012; Potency, µM (doses to about 45.6 µM), for the others: at the highest dose activation, most hits filed as activators; 380,000 compounds, 0.007% hits; Glucagon-like peptide 1 receptor (Homo sapiens), P43220; further: potency means the concentration at half of the fitted maximal effect; % of control where 0% means no effect
Target sequence (P43220 whole entry, looked up): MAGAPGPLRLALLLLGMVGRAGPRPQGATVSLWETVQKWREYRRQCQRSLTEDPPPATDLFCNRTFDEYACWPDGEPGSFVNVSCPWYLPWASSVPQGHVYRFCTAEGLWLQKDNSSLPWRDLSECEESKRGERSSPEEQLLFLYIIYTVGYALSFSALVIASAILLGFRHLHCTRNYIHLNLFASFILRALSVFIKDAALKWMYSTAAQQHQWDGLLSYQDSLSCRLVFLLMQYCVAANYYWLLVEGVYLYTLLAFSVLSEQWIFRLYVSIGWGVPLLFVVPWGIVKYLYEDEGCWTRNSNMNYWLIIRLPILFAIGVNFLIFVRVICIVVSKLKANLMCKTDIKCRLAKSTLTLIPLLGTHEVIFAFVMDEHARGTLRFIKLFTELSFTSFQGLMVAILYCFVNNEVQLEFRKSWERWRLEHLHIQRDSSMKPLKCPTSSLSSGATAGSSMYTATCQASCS
PTHR1 ag: qHTS for PTHR1 Agonists: Primary Screen. Parathyroid hormone/parathyroid hormone-related peptide receptor (Homo sapiens), Q03431. HEK293 GP2 PTHR1 cells, GloSensor cAMP luminescence, 1 h. Potency, µM (doses to about 115 µM), for the others: at the highest dose activation, most hits filed as activators. 410,000 compounds, 0.075% hits; further: potency means the concentration at half of the fitted maximal effect; nearly all actives have a fitted effect of over 55% in size; some results filed as inactive show a strong effect at the top dose; inactives centre near -15; many of its hits are not listed in these tables
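HEK-293-derived GP2 cells expressing PTHR1 and a GloSensor cAMP reporter, 3,000/well, plated overnight, given luciferin plus IBMX (each 0.5 mM as added) for 1 h at 37 °C, then compound for 1 h at 37 °C. Luminescence was read after 15 min at room temperature.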
TDP-43 yeast inh: qHTS of TDP-43 Inhibitors | Potency, µM (doses to about 46.1 µM), without a hit: at the highest dose growth rescue (activation), actives largely listed as activators | TDP-43 expressing yeast growth rescue, BacTiter-Glo, 24 h | AID 652104, 2013 | 410,000 compounds, 1.8% hits; further: potency means the concentration at half of the fitted maximal effect; % of control where 0% means no effect; nearly all actives have a fitted effect of over 50% in size
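In this qHTS, compounds that restore growth of yeast expressing TDP-43 appear as activators. Cells (OD600=0.02, galactose medium, raffinose-pregrown) are incubated with compound 24 hr at 30 deg C and growth is quantified by BacTiter-Glo.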
GLP-1R inv ag: qHTS of GLP-1 Receptor Inverse Agonists (Inhibition Mode); Glucagon-like peptide 1 receptor (Homo sapiens), P43220; HEK293 GLP-1R CRE-luciferase, luminescence, 24 h; GLP-1R form is constitutively active; Potency, µM (top dose mostly 38.3 µM), inactives show at the top dose activity change, negative = inhibition, hits mostly inhibitors; 410,000 compounds, 1.6% hits; AID 624417, 2012; further: potency means the concentration at half of the fitted maximal effect; on the % scale 0 is the no-effect control and ±100 the full control effect; nearly all actives have a fitted effect of over 55% in size
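Inverse agonists were sought by their lowering of basal cAMP reporter luciferase output in HEK293 cells stably carrying constitutively active human GLP-1R, after 24 h compound treatment.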
DRD3 antagonist: qHTS of D3 Dopamine Receptor Antagonist: qHTS | D(3) dopamine receptor (Homo sapiens), P35462 | D3R cells, DiscoveRx beta-arrestin luminescence, antagonist mode; active compounds read low | max response, negative = inhibition, % | 360,000 compounds, 2.5% hits; in the data active means max response below about -50%; inconclusive means no clear call, values can overlap the other calls; further: on the % scale 0 is the no-effect control and ±100 the full control effect; mostly tested at two doses, the higher about 12 µM
Target sequence (P35462 whole entry, looked up): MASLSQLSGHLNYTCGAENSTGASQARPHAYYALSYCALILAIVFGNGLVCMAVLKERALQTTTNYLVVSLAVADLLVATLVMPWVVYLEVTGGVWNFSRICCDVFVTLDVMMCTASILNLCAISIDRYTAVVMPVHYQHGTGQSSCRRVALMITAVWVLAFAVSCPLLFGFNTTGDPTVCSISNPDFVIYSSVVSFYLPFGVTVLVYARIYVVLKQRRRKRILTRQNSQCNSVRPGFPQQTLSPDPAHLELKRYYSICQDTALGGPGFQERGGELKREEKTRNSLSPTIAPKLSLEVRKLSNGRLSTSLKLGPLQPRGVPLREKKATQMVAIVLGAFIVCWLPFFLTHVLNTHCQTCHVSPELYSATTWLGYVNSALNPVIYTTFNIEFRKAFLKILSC
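Cells expressing the human receptor were seeded at 1500 cells/well, incubated overnight at 37 degrees C in 5% CO2, then exposed to library compounds with dopamine controls for 90 minutes at 37 degrees C before luminescent detection.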
Abeta rescue: qHTS for compounds that reverse cellular toxicity of Amyloid beta (A-beta) peptide in yeast: Primary Screen. Potency, µM (titrated, usually from 46.1 µM), for the others: at the highest dose growth rescue, most hits filed as activators. yeast expressing A-beta42, growth rescue, OD600, 48 h; response scale: 0% DMSO, 100% iron-clioquinol control. 410,000 compounds, 0.063% hits; further: potency means the concentration at half of the fitted maximal effect; nearly all actives have a fitted effect of over 55% in size
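Yeast A-beta toxicity model in growth medium with pinned compounds, 48 h at 30 C; growth read as absorbance at 600 nm. Normalized to FeCl3/clioquinol equimolar mix (positive) and DMSO (negative).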
An asterisk follows results filed as active; i = inactive; ? = inconclusive; · = not tested or not shown; [ ] = another dose, or the depositor's remark. Unless noted, the call rests on the fitted dose curve; in most records, active means well fitted curve in the direction sought with a large enough effect; inconclusive means small, poorly fitted or top-dose-only effect, or another doubt; inactive means no such curve, though single readings can be large; an effect the other way counts as inactive or inconclusive.

Sample of the layout:
SMILES | Akt phos inh | FUS suppressor | aSyn rescue | GLP-1R agonist | PTHR1 ag | TDP-43 yeast inh | GLP-1R inv ag | DRD3 antagonist | Abeta rescue
COc1ccc(Cn2c(O)c(/C=C3/C=CC=N3)c(=O)[nH]c2=O)cc1 | i | -18% | 0% | -1% | i | 20% | -17% | -7 | 6%
O=C(Nc1cccc(Cl)c1)NC1(C(=O)NCc2cccs2)CCCCC1 | i | -16% | -2% | -2% | 16%[57.5 µM] | 0% | ? | -25 | -3%
COc1ccc(OC(=O)c2cnc3n(c2=O)CCS3)cc1 | i | 18% | -3% | 12% | 2% | -22% | 3% | 4 | -12%

Main list, previewed entries included:
SMILES | Akt phos inh | FUS suppressor | aSyn rescue | GLP-1R agonist | PTHR1 ag | TDP-43 yeast inh | GLP-1R inv ag | DRD3 antagonist | Abeta rescue
COc1ccc(Cn2c(O)c(/C=C3/C=CC=N3)c(=O)[nH]c2=O)cc1 | i | -18% | 0% | -1% | i | 20% | -17% | -7 | 6%
O=C(Nc1cccc(Cl)c1)NC1(C(=O)NCc2cccs2)CCCCC1 | i | -16% | -2% | -2% | 16%[57.5 µM] | 0% | ? | -25 | -3%
COc1ccc(OC(=O)c2cnc3n(c2=O)CCS3)cc1 | i | 18% | -3% | 12% | 2% | -22% | 3% | 4 | -12%
O=C(Nc1ccccc1N1CCOCC1)c1cccc2ccccc12 | i | 10% | 9% | -4% | -5% | ? | -21% | 0 | 6%
O=c1c2ccccc2nc(/C=C/c2ccc(Cl)cc2)n1CCO | i | 18% | 5% | 0% | i | 11µM* | ? | -18 | -26%
CCCN1C2CCCC1CC(NC(=O)c1cc(OC)c(OC)c(OC)c1)C2 (stereo unspecified) | i | -4% | 2% | 7% | i | 2% | 0% | -6 | 1%
CC1CCCCN1S(=O)(=O)c1ccc(S(=O)(=O)N(Cc2ccccc2)Cc2ccco2)cc1 (stereo unspecified) | i | 9% | 15% | 1% | -2%[57.5 µM] | -13% | ? | -14 | 17%
Cc1nonc1OCCNc1ccc([N+](=O)[O-])cc1 | i | 4% | -7% | 7% | i | 15% | -17% | -20 | 1%
CC(=O)N1CCN(C(=O)c2ccc3c(c2)S(=O)(=O)c2ccccc2C3=O)CC1 | i | 18% | -11% | 1% | i | -15% | 51%[activator] | -8 | 10%
COc1ccc(N2CCN(S(=O)(=O)c3ccc(C(=O)NC4CCCC4)cc3)CC2)cc1 | i | 31% | -9% | 5% | ? | -12% | 17% | 8 | -28%
COc1ccccc1Cn1cc(C(=O)c2ccc(C)cc2)c(=O)c2cc(C)ccc21 | · | -7% | · | · | -22% | -10% | -6% | · | -15%
Oc1ccc(Cl)cc1C1=NNC(c2ccc(Cl)cc2)C1 (stereo unspecified) | i | · | ? | -2% | -46% | ? | ? | 7 | -6%

Next entries follow.
SMILES | Akt phos inh | FUS suppressor | aSyn rescue | GLP-1R agonist | PTHR1 ag | TDP-43 yeast inh | GLP-1R inv ag | DRD3 antagonist | Abeta rescue
COc1ccccc1CNC(=O)COc1ccc(S(=O)(=O)N2CCCC2)cc1 | i | -1% | -2% | 9% | i | -14% | 12% | -6 | -12%
COc1cc(C(=O)NCCCN2CCCC2=O)cc(OC)c1OC | i | 20% | -5% | -2% | -6% | 0% | 7% | 15 | -6%
O=C(Nc1ccc(S(=O)(=O)Nc2cnc3ccccc3n2)cc1)c1cc(F)c(F)cc1Cl | i | -19% | 18% | 4% | -28% | 4% | 21% | 1 | -18%
COc1cc(NC(=O)C/C(C)=N/NC(=O)c2ccccn2)c(OC)cc1Cl | i | ? | 0% | 6% | 11% | 1% | ? | 0 | -3%
O=C(c1ccccc1)N1CCn2c1nc1ccccc12 | i | -3% | 1% | 0% | i | 14% | 14% | -3 | -1%
Cc1ccc(Nc2c(-c3ccccn3)nc3cccc(C)n23)cc1 | i | 23% | ? | -3% | -44%[inhibitor] | -13% | ? | -82* | ?
CCOC(=O)c1ccc(N2C(=O)c3n[nH]c(-c4ccco4)c3C2c2ccc(O)cc2)cc1 (stereo unspecified) | · | 19% | · | -3% | -9% | 13% | ? | · | -17%
CC1CCN(C2CC(=O)N(c3ccccc3)C2=O)CC1 (stereo unspecified) | i | 9% | -51%[inhibitor] | 9% | i | 29% | 6% | 8 | -40%[inhibitor]
COc1ccccc1Nc1nc2cc(C)ccc2cc1C#N | i | -6% | -8% | 3% | i | 10% | 17% | 16 | -6%
CCn1c(CNC(=O)c2ccco2)nnc1SCC(=O)c1ccc(F)cc1 | i | 12% | 3% | 3% | -7% | -1% | 2% | -8 | -3%
O=C(CNC(=O)c1cccc(Cl)c1)N/N=C/c1cccnc1 | i | -3% | 0% | 1% | i | 10% | 21% | -5 | -4%
CCOC(=O)c1c(NC(=O)Cn2nc(C(F)(F)F)cc2C)sc(C)c1C | i | 20% | 0% | -1% | -12% | -17% | 13% | 25 | 2%

Next results
SMILES | Akt phos inh | FUS suppressor | aSyn rescue | GLP-1R agonist | PTHR1 ag | TDP-43 yeast inh | GLP-1R inv ag | DRD3 antagonist | Abeta rescue
CC(=O)NN1C(=O)/C(=C2/Sc3ccc(Cl)cc3N2C)SC1=S | i | 24% | 0% | 1% | -9% | 3% | 15% | 16 | -7%
CCOC(=O)CSc1nc2ccccc2c(=O)n1CC1CCCO1 (stereo unspecified) | i | 14% | -2% | 5% | i | 0% | 0% | 28 | 24%
Cc1cccc(OCC(=O)Nc2nonc2-c2ccc(Br)cc2)c1C | · | -17% | · | · | -26% | 21% | 1% | · | -2%
Cc1ccc(C)c(NC(=S)N2CCC(NC(=O)c3ccccc3)CC2)c1 | i | 8% | 0% | 9% | -27% | 7% | 12% | 2 | -3%
C#Cc1ccc([C@H]2C=C(C(=O)NCc3ccccc3)O[C@@H](OCC)[C@@H]2CCCO)cc1 | i | 30% | 4% | 0% | ? | 19% | ? | 17 | 5%
O=[N+]([O-])c1cc(/C=N\O)ccc1Oc1ccc(F)cc1 | i | 11% | 6% | 24% | -3% | ? | ? | -27 | -7%
COc1ccc(C(=O)c2oc3ccccc3c2NC(=O)c2cc(=O)c3ccc(C)cc3o2)cc1Cl | · | -11% | · | · | -6% | 6% | 1% | · | -2%
CC(=O)c1c(C)oc2ccc(N(C(=O)c3ccncc3)S(=O)(=O)c3ccc(C)cc3C)cc12 | · | 13% | 11% | 3% | -47%[inhibitor] | 6% | 2% | · | -8%
Cc1ccccc1-n1c(C)n[nH]c1=S | i | -4% | -8% | 3% | 13% | -24% | 17% | -15 | -6%
Cc1c(C)c(C)c(CN2CCCC2)c(C)c1C | i | 16% | 1% | 5% | i | -11% | 13% | 14 | 4%
Cc1cccc(C(=O)N2CCC(N3CCN(Cc4ccc(F)cc4)C(=O)C3=O)CC2)c1 | · | 16% | · | · | i | 16% | -9% | · | -5%
O=C(CCc1ccccc1)N/N=C\C1CC=CCC1 (stereo unspecified) | i | -2% | -2% | 0% | -26% | -18% | 5% | -20 | -11%

Next part:
SMILES | Akt phos inh | FUS suppressor | aSyn rescue | GLP-1R agonist | PTHR1 ag | TDP-43 yeast inh | GLP-1R inv ag | DRD3 antagonist | Abeta rescue
COC(C/C=C\[C@H](O)COCc1ccccc1)OC | i | -9% | 0% | 4% | -12% | 15% | 6% | -21 | -7%
COc1ccc(/C=C(/NC(=O)c2ccccc2)c2nc3ccc(Cl)cc3[nH]2)cc1OC | i | · | 3% | -8% | -23% | 11% | ? | -6 | -9%
O=C(Cn1cccn1)N1CCCC(N2CCN(c3cccc(C(F)(F)F)c3)CC2)C1 (stereo unspecified) | i | · | 3% | -1% | i | 5% | -15% | 29 | 7%
COc1ccccc1CNc1ncccc1[N+](=O)[O-] | i | 17% | 8% | 8% | -5% | 12% | 1% | -14 | 11%
Cc1ccc2c(C)c(C(=O)N3CCN(c4cnccn4)CC3)oc2c1C | i | · | 27% | 13% | -21% | 13µM* | 9% | 16 | -12%
Cc1ccc2nc(C3CCCN(C(=S)Nc4ccccc4C)C3)[nH]c2c1 (stereo unspecified) | i | 10% | 0% | 2% | -3%[57.5 µM] | -10% | -15% | -1 | 17%
Cc1cccc(NC(=O)/C(=C\c2ccco2)NC(=O)c2cccs2)c1 | -110%* | 38% | 1% | -6% | i | 13% | 0% | ? | 5%
CS(=O)(=O)N1CCN(C(=O)c2cc(-c3cccnc3)nc3ccc(Cl)cc23)CC1 | i | -18% | -2% | 7% | i | -12% | -6% | 8 | -10%
O=C(Nc1ccccc1C(=O)O)c1ccc(Br)o1 | i | 7% | -10% | -3% | -55%[inhibitor] | -38%[inhibitor] | 35%[activator] | 7 | -20%
OCC[C@H]1C[C@@H](O)[C@H](O)[C@]2(OCc3ccccc32)O1 | i | -17% | 1% | 2% | -6% | 18% | 7% | 14 | -2%
Cc1ccc(S(=O)(=O)N2CCN(C(=O)C3CCN(C(=O)c4ccc(F)cc4)CC3)CC2)c(C)c1 | i | 29% | 7% | 3% | -80%[inhibitor] | -22% | ? | -3 | 28%

Not all compounds are listed (hit frequency here may not be typical).
